High-throughput results: PubChem BioAssay, several laboratories
Mtb FBA inh: Mtb fructose-bisphosphate aldolase inhibition. 360,000 compounds, 2.3% hits. P9WQA3. inhibition, % at 1 µM. purified M. tuberculosis FBA, fluorescence read-out; in the data active = inhibition above about 27%;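 note: 0% = vehicle and 100% = reference inhibitor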
Target sequence (P9WQA3 whole entry, looked up): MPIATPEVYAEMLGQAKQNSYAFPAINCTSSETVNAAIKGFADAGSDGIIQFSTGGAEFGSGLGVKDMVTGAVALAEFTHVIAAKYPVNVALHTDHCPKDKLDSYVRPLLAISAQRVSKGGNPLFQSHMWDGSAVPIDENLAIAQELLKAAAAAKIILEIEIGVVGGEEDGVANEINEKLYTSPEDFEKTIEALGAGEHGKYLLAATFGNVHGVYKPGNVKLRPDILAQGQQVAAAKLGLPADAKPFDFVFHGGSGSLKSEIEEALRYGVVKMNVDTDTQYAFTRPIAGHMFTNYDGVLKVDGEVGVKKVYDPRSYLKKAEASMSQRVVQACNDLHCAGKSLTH
GDH-TPI counter: inhibits GDH-TPI coupling enzymes, artifact for Mtb FBA screen | 360,000 compounds, 1.2% hits | AID 588335 | inhibition, % at 4.8 µM | GDH-TPI coupled enzyme counterscreen, NADH absorbance; in the data active = inhibition above about 30%;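 note: 0% = DMSO wells and 100% = wells lacking the enzyme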
PrPC surface inh: inhibitors of human cell surface prion protein PrPC; TR-FRET read-out; inhibition, % at 13.8 µM; 370,000 compounds, 0.43% hits; AID 720596; in the data active = inhibition above about 24%; note: 0% = median of the test wells and 100% = reference compound wells
BioA inh: inhibitors of Mycobacterium tuberculosis BioA enzyme | purified M. tuberculosis BioA enzyme, plate reader | inhibition, % at 9.99 µM | 360,000 compounds, 0.096% hits | AID 602481; in the data active = inhibition above about 40%; inconclusive = no clear call, values can overlap the other calls
FadD28 FP inh: inhibitors of Mycobacterium tuberculosis FadD28 bisubstrate binding; FadD28 bisubstrate probe binding, fluorescence polarization; 360,000 compounds, 0.22% hits; inhibition, % at 12.5 µM; AID 588549; in the data active = inhibition above about 8.5%, passing the limit was not always enough; inconclusive = no clear call, values can overlap the other calls
Rv3671c protease: Rv3671c (M. tuberculosis) protease inhibition; P9WHR9; 320,000 compounds, 0.048% hits; inhibition, % at 5.96 µM; in the data active = inhibition above about 38%;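 note: extracellular domain of Rv3671c used as enzyme; 0% = enzyme with DMSO and 100% = no enzyme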
MazEF act: increases E. coli MazEF RNase cleavage of RNA. activation, % at 20 µM. FAM/BHQ RNA-DNA oligo cleavage fluorescence, 5 h. AID 504720. P0AE70. 350,000 compounds, 0.32% hits; in the data active = activation above about 50%
Target sequence (P0AE70 whole entry, looked up): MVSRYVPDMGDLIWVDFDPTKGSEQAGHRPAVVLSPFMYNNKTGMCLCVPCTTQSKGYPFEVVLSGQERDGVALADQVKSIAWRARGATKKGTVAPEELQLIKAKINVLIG
BoNT-F LC inh: inhibitors of Botulinum neurotoxin F light chain protease. inhibition, % at 10 µM. 360,000 compounds, 0.22% hits. Multiplex microsphere protease cleavage assay, flow cytometry; in the data active = inhibition above about 35%, passing the limit was not always enough; inconclusive = no clear call, values can overlap the other calls; note: plate controls were buffer without enzyme for full effect and enzyme alone for no effect
UGM FP inh: inhibitors of M. tuberculosis UDP-galactopyranose mutase; 320,000 compounds, 0.06% hits; inhibition, % at 10 µM; P9WIQ1; purified UGM, fluorescence polarization probe displacement; in the data active = inhibition above about 10%, passing the limit was not always enough; inconclusive = no clear call, values can overlap the other calls
Target sequence (P9WIQ1 whole entry, looked up): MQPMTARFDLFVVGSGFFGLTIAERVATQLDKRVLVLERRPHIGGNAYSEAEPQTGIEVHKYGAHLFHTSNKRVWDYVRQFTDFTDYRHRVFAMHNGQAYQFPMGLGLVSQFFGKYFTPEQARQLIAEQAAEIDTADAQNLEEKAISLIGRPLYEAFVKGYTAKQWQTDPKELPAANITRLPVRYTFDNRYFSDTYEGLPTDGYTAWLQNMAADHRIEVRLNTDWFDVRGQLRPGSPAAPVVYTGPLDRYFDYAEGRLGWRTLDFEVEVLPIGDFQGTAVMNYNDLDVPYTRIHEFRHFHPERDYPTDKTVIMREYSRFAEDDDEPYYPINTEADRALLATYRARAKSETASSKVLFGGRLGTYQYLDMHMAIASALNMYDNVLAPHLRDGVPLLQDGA
* marks the source's active call; other numbers are inactive results; ? = inconclusive; . = not tested or not shown; & = joins results of further samples.

SMILES	Mtb FBA inh	GDH-TPI counter	PrPC surface inh	BioA inh	FadD28 FP inh	Rv3671c protease	MazEF act	BoNT-F LC inh	UGM FP inh
COc1ccccc1CNS(=O)(=O)c1cc(-c2cc(C)no2)ccc1C(C)C	-1	-6	20	0.1	-4.3	-19	9	-6	-0.8
Cn1c(-c2csc(-c3ccccc3)n2)n[nH]c1=S	0	4	8	3.0	-1.4	1	7	-7	1.3
Cn1c(=O)c2c(nc(OCc3cccnc3)n2Cc2c(F)cccc2Cl)n(C)c1=O	-2	3	5	4.8	-0.4	0	4	-23	-0.2
CCOc1ccc(-c2cc(C(=O)N3CCN(c4ccccn4)CC3)c3ccccc3n2)cc1	3	11	-1	-1.7	-1.5	2	-4	0	1.0
COc1ccc(CN2CC(C(=O)N3CC(C)CC(C)C3)CC2=O)cc1 (stereo unspecified)	3	-3	-1	-0.6	-2.0	0	0	3	0.0
CN1CCN(c2ccccc2NC(=O)Cc2cn(C)c3ccccc23)CC1	5	15	-6	-0.2	0.7	6	2	0	0.7
CCc1cnc(Nc2nc(C(N)Cc3ccc(F)cc3)cs2)nc1 (stereo unspecified)	-4	-1	-3	-0.4	-4.6	.	.	-16	.
O=C1/C(=C\c2ccco2)CCC/C1=C\c1ccco1	-3	12	-6	-0.8	0.9	-17	7	-24	0.2
COC(=O)C1C2CC3c4[nH]c5cc(OC)ccc5c4CCN3CC2CC(OC2CCCCO2)C1OC (stereo unspecified)	7	8	-24	-3.5	-3.3	.	3	-26	.
CSC(=CC(=O)c1ccc(F)cc1)SC	-2	26	3	.	-3.8	-5	-3	10	0.7
Cc1cccc(OCCSc2nc3ccccc3n2CC(=O)O)c1	-1	6	5	-0.9	-1.9	0	0	-4	-3.1
CCOc1ccc(S(=O)(=O)NCCC(=O)NCC(c2ccc(OC)cc2)N2CCOCC2)cc1 (stereo unspecified)	0	15	-5	-0.5	0.2	.	-5	-4	.
CCN(CC)NC(=S)Nc1ccccc1	1	6	2	-5.2	-0.7	0	1	2	3.7
CC1CN(S(=O)(=O)c2ccc(Cl)c(S(=O)(=O)N3CC(C)OC(C)C3)c2)CC(C)O1 (stereo unspecified)	0	6	4	-1.3	-0.1	4	7	6	-3.1
C=CCSc1nc(N)c2c3c(sc2n1)CN(C)CC3	21	14	-7	1.9	.	-15	16	-91	0.0
CCN(CC)S(=O)(=O)c1ccc(C(=O)OCC(=O)N2CCN(C(=O)c3ccco3)CC2)cc1	-1	-1	7	-0.1	-3.3	4	3	1	0.5
COc1ccc(Cl)cc1N(C)C(=O)CCNC(=O)Cn1cnc2ccccc2c1=O	2	0	10	-1.9	-1.1	-16	4	2	-0.4
COc1ccc(-n2nnnc2/C=C\Nc2ccc(C)cc2)cc1	4	12	3	-1.8	-2.4	-5	3	-1	-0.3
CC[C@]1(C(=O)OC)[C@H]2C(=O)N(C)C(=O)[C@H]2[C@H]2CN=C(SCc3ccc(OC)cc3)N21	2	2	-5	-1.4	-0.5	.	2	-2	.
CCCS(=O)(=O)C/C(N)=N/OC(=O)c1ccccc1Cl	2	-11	2	0.6	-3.7	5	7	19	1.4
CCOC(=O)c1c(CSc2ccsc2)n(C)c2cc(Br)c(O)c(CN(C)C)c12	1	12	-4	.	0.8	2	4	-5	-2.0
COCCN(C(=O)COC(=O)CCCc1c[nH]c2ccccc12)c1c(N)n(Cc2ccccc2)c(=O)[nH]c1=O	3	4	2	-2.3	-1.3	.	12	-9	.
CNc1cccc(-c2ccc(N3CCN(C)CC3)nc2)n1	54*	11	-2	-2.1	-4.4	.	.	0	.
COc1cc2c(cc1OC)C(c1ccccc1)=NCC2	3	13	-12	-0.1	0.1	-13	2	10	-0.1
COc1ccccc1CC(=O)c1ccc(OCc2ccccc2)cc1	6	6	1	0.2	-2.3	6	3	-8	-2.8
Cc1ccc(C)c(C(=O)N2CCC(n3nccc3NC(=O)C3CC3)CC2)c1	0	-7	1	-0.1	-4.2	-6	1	-1	0.5
COc1c(Cl)cc(Cl)cc1C(=O)Nc1ccc(C(=O)O)cc1	-4	-3	4	0.1	-2.4	2	-7	-5	2.0
COc1ccc(C(CC(=O)N2CCCC(C)C2)c2c(OC)cc(OC)c3c(-c4ccccc4)cc(=O)oc23)cc1 (stereo unspecified)	0	17	3	-1.6	-4.2	-19	-1	6	-0.6
Oc1ccc(Nc2nc(NCC3CCCO3)c3ccccc3n2)cc1 (stereo unspecified)	-2	14	-10	0.9	-0.3	.	14	-10	.
Cc1nc(N)sc1N=Nc1ccccc1C(F)(F)F	-10	-2	-14	.	0.0	11	5	-12	3.0
CCOC(=O)C(=O)/C(=C\N(C)C)c1onc(-c2ccccc2Cl)c1C(=O)OC	6	3	11	.	-2.2	9	0	-10	1.0
CCOc1nc(SCCOc2ccc(C)cc2)nc(N(C)C)n1	-4	-1	0	-1.6	-2.0	3	1	-17	2.9
COc1ccc(CCNC(=O)c2cc(C)oc2C)cc1OC	-2	1	-8	6.7	-1.1	-4	7	-24	-1.8
CCOc1ccc(OCC)c(NC(=O)CSc2nc3c(c(=O)n(C)c(=O)n3C)n2C(C)C)c1	1	4	-6	2.1	-1.9	-4	-2	1	-1.0
O=S(=O)(/N=C(/Nc1ccc(Cl)c(S(=O)(=O)Nc2ccccc2Cl)c1)c1ccc(F)cc1)c1ccccc1	-2&-2	6&6	-2&5	.	-1.1&-0.4	-111	1&-14	14&2	0.3
CN1CCN(c2nnc(-c3cccs3)c3ccccc23)CC1	-2	6	-17	.	-4.4	3	-5	2	-2.7
CC(=O)C1=C(c2ccccc2)NC(=S)NC1c1ccc(O)c(O)c1 (stereo unspecified)	3	7	-6	.	-2.1	11	-2	1	2.9
O=C(COC(=O)/C=C/c1cccc(F)c1)NC(=O)NCc1ccccc1	2	5	1	-1.1	0.0	-3	-36	1	1.4
O=C(CC1CCCC1)NCCS(=O)(=O)N1CCN(c2ccccc2)CC1	-1	11	-2	-0.3	-0.4	.	4	-1	.
O=C(Nc1ccc2c(c1)N(S(=O)(=O)c1cccs1)CCC2)c1c(F)cccc1F	-1	3	9	-2.3	-4.2	-22	-2	6	1.2
Cc1cccc(C)c1NC(=O)NC1(C(=O)NCCN2CCOCC2)CCCCC1	-1	0	3	.	-2.3	12	2	-2	3.2
COc1cccc(N2CCN(C(=S)Nc3ccccc3OC)CC2)c1	-2	4	2	-0.4	-2.1	2	5	?	1.6
Cc1ccc(C)c(N(C(=O)c2nsc(Cl)c2Cl)C(C(=O)NC2CCCC2)c2ccc(O)cc2)c1 (stereo unspecified)	-1	-1	5	1.6	-3.9	-8	-2	-2	2.4
O=[N+]([O-])c1cc(C(F)(F)F)ccc1N1CCCC(O)C1 (stereo unspecified)	-6	2	1	.	-2.9	4	1	-3	-1.3
O=S(=O)(c1ccc(OCC(O)CNCc2ccco2)c(Cl)c1)N1CCOCC1 (stereo unspecified)	-15	-3	0	-0.1	-5.8	4	-7	15	0.0
CCc1nc(SCC(=O)Nc2ccc(N(C)C)cc2)c2ccccc2n1	-1	16	61*	-0.4	1.1	-4	1	4	0.5
CC(Sc1n[nH]c(=O)[nH]c1=O)C(=O)OCc1ccccc1 (stereo unspecified)	0	4	0	-1.1	-3.2	-6	5	-3	-0.5
CSCC(=O)Nc1ccc(F)c(Cl)c1	1	-3	-11	.	-1.8	5	2	?	-1.4
CCC(C)(C)NC(=O)C1CCN(S(=O)(=O)c2cccs2)CC1	0	3	0	-1.3	-0.5	.	13	4	.
CCO[C@H]1OC(C(=O)N2CCCCCCC2)=C[C@@H](C2CCCCC2)[C@@H]1CCCO	-2	4	10	4.5	-0.9	6	2	-1	-0.1
CCN(C[C@H]1N[C@@](C)(C(=O)OC)[C@H]2C(=O)N(Cc3ccccc3)C(=O)[C@@H]12)C(=O)NC(C)C	0	5	-6	-0.9	0.6	3	0	-6	-6.0
C=CCn1cc(C(=O)N2CCN(CC)CC2)c(=O)c2cc(S(=O)(=O)N(CC)CC)ccc21	5	9	1	1.1	2.0	10	-8	-5	0.2
Cc1ccnc(NC(=O)c2ccc(S(=O)(=O)N3CCCC3)cc2)c1	1	9	3	-1.2	-4.0	1	-2	-1	2.1
CC(Sc1nc2nn(-c3ccccc3)c(=O)c-2c2n1CCCCC2)C(N)=O (stereo unspecified)	2	3	-12	-1.6	0.8	7	8	1	.
N#Cc1ccc(Cl)cc1NC(=O)COC(=O)c1ccc2c(c1)OCCO2	0	2	-3	-5.2	-0.2	3	-16	23	1.1
COc1ccc(C(=O)NNC(=S)Nc2ccccc2)cc1	2	6	8	.	-0.9	5	4	-4	0.8
O=C(NCCC1=CCCCC1)C1CCN(S(=O)(=O)c2cnc[nH]2)CC1	1	-9	-3	0.7	-1.8	-6	0	-2	-1.0
COc1cc(C(=O)NNC(=S)NC(=O)/C=C/c2ccccc2)cc(OC)c1OC	2	43*	-6	-1.3	-1.8	10	4	?	0.8
CC1CC(C)(C)NC(=S)N1CC(=O)N1CCN(Cc2ccccc2)CC1 (stereo unspecified)	-2	6	3	.	-0.2	2	2	-2	2.4
O=C(OCC(=O)N1CCCc2ccccc21)c1ccc(Cl)nc1	2	-7	6	-1.2	-5.9	-12	-4	-11	-0.7

Retrieved by structure from the entries so far (3):
SMILES	Mtb FBA inh	GDH-TPI counter	PrPC surface inh	BioA inh	FadD28 FP inh	Rv3671c protease	MazEF act	BoNT-F LC inh	UGM FP inh
COc1cccc(N2CCN(C(=S)Nc3ccccc3OC)CC2)c1	-2	4	2	-0.4	-2.1	2	5	?	1.6
Cc1cccc(C)c1NC(=O)NC1(C(=O)NCCN2CCOCC2)CCCCC1	-1	0	3	.	-2.3	12	2	-2	3.2
COc1ccc(CN2CC(C(=O)N3CC(C)CC(C)C3)CC2=O)cc1 (stereo unspecified)	3	-3	-1	-0.6	-2.0	0	0	3	0.0

Carrying on:
SMILES	Mtb FBA inh	GDH-TPI counter	PrPC surface inh	BioA inh	FadD28 FP inh	Rv3671c protease	MazEF act	BoNT-F LC inh	UGM FP inh
CC1=C(C(=O)N(C)C)CC(CC(=O)NCCc2ccccn2)C(=O)N1Cc1ccc(F)cc1 (stereo unspecified)	1	-5	4	-0.1	-2.2	.	10	2	.
Cn1c(N)c(C(=O)COC(=O)C2CCCC2)c(=O)n(C)c1=O	1	-4	6	.	0.5	0	-2	-4	1.9
COc1ccc(OC)c(C(=O)c2coc3ccc(OC(C)=O)cc23)c1	-2	12	1	0.1	-1.4	2	0	0	-1.8
Cc1ccc(/C=N/N2CCN(c3ccccn3)CC2)cc1	-1	-2	12	.	-2.3	0	2	-5	0.1
C=CC[N+]1(CC=C)CCOCC1	3	-1	1	-3.2	-0.7	6	-1	1	1.8
COC(=O)c1cc(OC)c(OC)cc1NC(=O)CCc1ccc(C)o1	2	8	-7	1.2	-2.1	-2	0	-7	0.0
CCn1nc(C)c(/C=N/NC(=O)Cn2nnc(N)n2)c1C	1	5	-3	4.8	-2.3	4	5	21	-1.3
Cc1c(C(=O)OCC2CCCO2)[nH]c2c1C(=O)CC(c1ccc(N(C)C)cc1)C2 (stereo unspecified)	7	9	9	-0.6	-0.1	1	7	0	-0.8
CC(=O)Nc1ccc2c(c1)N(C(=O)CN(C)C)c1ccccc1CC2	0	8	-9	1.8	-3.1	10	-6	-2	0.2
CCOc1ccc(NS(=O)(=O)c2ccc(C(=O)NCC(c3ccc(OC)cc3)N3CCCC3)cc2)cc1 (stereo unspecified)	1	1	-10	1.3	-6.2	-4	1	-4	4.5
CCCCc1nc(SCCN2CCOCC2)c2c(=O)n(C)c(=O)n(C)c2n1	-1	11	5	.	-2.6	-4	-3	1	-0.9
CC(C)Oc1cccc(NC(=O)C2(C)CCN2C(C)C)c1 (stereo unspecified)	1	12	-4	0.8	-1.4	.	.	-5	.

Compounds as they come. Share with any hit: about 4.8%.
